BRCA1 expr act – activators of BRCA1 expression; Potency, µM (highest dose often 46.1 µM), without a hit: at the highest dose activation, most hits filed as activators; MCF7-BRCA1-FFLuc reporter, luminescence, 48 h; response scale: scaled: vehicle 0%, 10 µM genistein 100%; 380,000 compounds, 1.1% hits; note: nearly all actives have a fitted effect of over 80% in size; some results filed as inactive show a strong effect at the top dose
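MCF7 cells carrying a BRCA1-firefly luciferase reporter (2000 cells/well, phenol-red free MEM) were attached for 2 h at 37 °C, then given compounds for 48 h. Luminescence was read 15 min after luciferase reagent; activity normalized to genistein (10 microM) and DMSO.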
ELG1 genotoxic – induces genotoxicity in HEK293T cells with luciferase-tagged ELG1. HEK293T ELG1-luciferase reporter, luminescence, 16 h. Potency, µM (top dose mostly 46 µM), for inactives: at the top dose activity change, positive = activation, usual class: activators. 330,000 compounds, 1.3% hits; note: % of control where 0% means no effect; nearly all actives have a fitted effect of over 60% in size
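DMSO vehicle served as control against compound-treated ELG1-luciferase HEK293T cells; exposure lasted 16 hr at 37 °C and 5% CO2, followed by ONE-Glo luminescence detection after 30 min.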
VP16 counter – counter-screen for ROR gamma inhibitors: Gal4-VP16 reporter; Drosophila S2 Gal4-VP16 UAS-luciferase, luminescence, 20 h; Potency, µM (highest dose often 53.6 µM), for the others: at the highest dose activity, negative = inhibition, actives largely listed as inhibitors; 310,000 compounds, 3.5% hits; AID 2546;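 note: Gal4-VP16 expression switched on by copper sulfate through the metallothionein promoter; % is set by controls: 0 for no effect and ±100 for the full control effect; nearly all actives have a fitted effect of over 50% in size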
FLuc counter – inhibits or activates purified firefly luciferase, miR-21 counter-screen | Potency, µM (doses to about 57.5 µM), for the others: at the highest dose activity change, negative = inhibition, hits mostly inhibitors | P08659 | 360,000 compounds, 6.9% hits | purified FLuc, Km substrates, luminescence inhibition;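 note: plate controls were vehicle for no effect and reference inhibitor for full effect; nearly all actives have a fitted effect of over 55% in size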
Target sequence (P08659 whole entry, looked up): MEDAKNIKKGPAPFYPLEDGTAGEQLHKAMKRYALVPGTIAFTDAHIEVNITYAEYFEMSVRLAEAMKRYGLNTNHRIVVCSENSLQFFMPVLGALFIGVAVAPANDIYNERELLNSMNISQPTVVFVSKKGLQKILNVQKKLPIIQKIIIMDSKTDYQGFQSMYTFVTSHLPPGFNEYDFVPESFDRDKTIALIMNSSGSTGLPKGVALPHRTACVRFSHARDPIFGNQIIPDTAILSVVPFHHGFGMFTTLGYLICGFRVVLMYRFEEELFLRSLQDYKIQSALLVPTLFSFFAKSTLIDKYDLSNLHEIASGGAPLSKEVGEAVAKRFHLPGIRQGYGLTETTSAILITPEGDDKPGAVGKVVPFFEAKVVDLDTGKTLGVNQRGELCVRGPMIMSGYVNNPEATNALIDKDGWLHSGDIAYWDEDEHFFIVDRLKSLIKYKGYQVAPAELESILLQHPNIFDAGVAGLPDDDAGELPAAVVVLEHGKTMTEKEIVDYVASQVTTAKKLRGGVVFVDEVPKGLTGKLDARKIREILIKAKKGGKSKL
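Biochemical qHTS of compounds, final roughly 60 µM downward over six points, against 10 nM purified firefly luciferase using Km concentrations of substrates (10 uM D-luciferin, 10 uM ATP) in Tris acetate pH 7.5 buffer; luminescence output.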
p53 reactivator – restores transcriptional activity of mutant p53; Potency, µM (series often up to 92.2 µM), for the others: at the top dose activity change, positive = activation, hits mostly activators; H1299 p53-A138V BP100-luciferase reporter, luminescence, 24 h; 320,000 compounds, 0.063% hits; note: % of control where 0% means no effect; nearly all actives have a fitted effect of over 45% in size
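p53-null H1299 cells stably carrying temperature-sensitive p53-A138V and a BP100-luciferase reporter were pinned with compounds (4-point, 1:5 series) and held 24 hrs at 37 deg C. Luminescence was read 10 min after detection reagent.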
MBNL1-CUG inh – blocks human MBNL1 binding to CUG repeat RNA | TR-FRET MBNL1-His/biotin-(CUG)12 binding, 665/545 ratio | 280,000 compounds, 0.036% hits | AID 2675 | Potency, µM (doses to about 57.5 µM), without a hit: at the highest dose activity change, negative = inhibition, most hits filed as inhibitors; active = well fitted inhibition curve with a large enough effect in the signal ratio, with a control signal flat, not every such curve was filed as active; inconclusive = small, poorly fitted or top-dose-only effect, or effect the other way, or a change in a side signal; inactive = no such curve, though single readings can be large or run the other way; the % refers to the signal ratio; note: % is set by controls: 0 for no effect and ±100 for the full control effect
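Ratiometric TR-FRET (665 over 545 nm, excitation 340 nm) tracks disruption of MBNL1-His/biotin-(CUG)12 complex after 60 min at room temperature, with compounds at 92 nM to 58 uM final.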
uPA surface inh – inhibitors of cell surface uPA generation. 330,000 compounds, 0.31% hits. Potency, µM (highest dose often 38.3 µM), inactives show at the top dose activity change, negative = inhibition, actives largely listed as inhibitors. cell surface uPA generation assay, qHTS; active = well fitted inhibition curve with a large enough effect; inconclusive = small, poorly fitted or top-dose-only effect; inactive = no such curve, though single readings can be large or run the other way; tested in mouse RAW 264.7 cells; note: % is set by controls: 0 for no effect and ±100 for the full control effect; nearly all actives have a fitted effect of over 55% in size
RORgamma inh – blocks mouse ROR gamma transcriptional activity; Drosophila S2 Gal4-RORgamma UAS-luciferase reporter, 20 h; 310,000 compounds, 5.4% hits; AID 2551; Potency, µM (highest dose often 53.6 µM), for the others: top-dose activity change, negative = inhibition, usual class: inhibitors; P51450; note: % is set by controls: 0 for no effect and ±100 for the full control effect; nearly all actives have a fitted effect of over 60% in size
Target sequence (P51450 whole entry, looked up, the tested form may be a part): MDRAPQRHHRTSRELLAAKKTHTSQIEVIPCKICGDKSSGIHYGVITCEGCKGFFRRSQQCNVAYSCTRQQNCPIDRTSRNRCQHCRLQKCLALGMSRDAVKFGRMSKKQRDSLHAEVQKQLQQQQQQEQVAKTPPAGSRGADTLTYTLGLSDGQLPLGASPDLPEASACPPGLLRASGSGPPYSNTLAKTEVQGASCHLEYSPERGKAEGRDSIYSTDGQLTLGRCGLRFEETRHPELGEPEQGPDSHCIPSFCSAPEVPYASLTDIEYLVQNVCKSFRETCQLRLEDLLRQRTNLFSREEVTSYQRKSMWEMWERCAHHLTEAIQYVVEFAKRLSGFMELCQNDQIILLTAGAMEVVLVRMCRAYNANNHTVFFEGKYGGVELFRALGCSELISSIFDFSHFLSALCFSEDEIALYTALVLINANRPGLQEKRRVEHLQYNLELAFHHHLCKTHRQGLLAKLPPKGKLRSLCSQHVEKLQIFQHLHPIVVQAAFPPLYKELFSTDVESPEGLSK
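ROR gamma transcriptional activity was tracked as Gal4-UAS luciferase output in stably transfected Drosophila Schneider cells, with compound added 1 hr before 700 uM copper sulfate induction and a 20 hr ambient-temperature incubation.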
Rab9 prom act – activators of Rab9 promoter. Huh7 Rab9 promoter-luciferase reporter, luminescence, 24 h. Potency, µM (series often up to 9.22 µM), for inactives: at the top dose activation, negative = inhibition, hits mostly activators. 320,000 compounds, 2.8% hits. AID 485297; note: % of control where 0% means no effect; nearly all actives have a fitted effect of over 60% in size
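Steps: seed 1500 Huh7 Rab9-luc cells per well, rest 2 h at 37 °C; add compound in DMSO; incubate 24 h; add luciferase reagent, 10 min ambient; read luminescence.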
NPC1 prom act – activates the NPC1 promoter; Huh7 NPC1 promoter luciferase reporter, 24 h; Potency, µM (doses to about 9.22 µM), inactives show at the highest dose activation, actives largely listed as activators; 320,000 compounds, 2.4% hits; AID 485313;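 note: % of control where 0% means no effect; nearly all actives have a fitted effect of over 60% in size; reporter is driven by a mutant NPC1 promoter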
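Stably transfected Huh7 (NPC1 promoter→luciferase), 1500 cells/well in Opti-MEM + 10% FBS, 2 h settle, then compound 24 h at 37 °C. Luminescence after 10 min with Amplite reagent.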
Starred values were filed as active, the others as inactive; u = inconclusive; x = no result given; [ ] = another dose, or the depositor's remark. Unless noted, calls come from the whole dose curve; as a rule, active = well fitted curve in the direction sought with a large enough effect; inconclusive = small, poorly fitted or top-dose-only effect, or another doubt; inactive = no such curve, though single readings can be large; an effect the other way counts as inactive or inconclusive. Potency is the fitted concentration of half-maximal effect.

Results follow in this order: BRCA1 expr act | Rab9 prom act | uPA surface inh | RORgamma inh | FLuc counter | MBNL1-CUG inh | NPC1 prom act | p53 reactivator | VP16 counter | ELG1 genotoxic
CCOC(=O)[C@@H]1[C@H]2COc3ccc(Br)cc3[C@H]2N2C(=O)N(c3ccc(Br)cc3)C(=O)[C@]12C
  0% | 0% | -6% | 3% | 5% | -4% | -6% | 9% | -12% | -1%
CCc1cc(-c2nc(N)ncc2-c2csc(C)n2)c(O)cc1OC
  -10% | -6% | 7% | 21% | 1% | -2% | -7% | -4% | 6% | 7%
O=C(O)c1cc(-c2ccc(N3CCOCC3)cc2)nn1-c1ccc(F)cc1
  -3% | 11% | 2% | -5% | -1% | 1% | 0% | 14% | 0% | 5%
C=CCS(=O)(=O)c1nc2ccccc2s1
  -93% | -10% | -11% | 19% | -16% | -20% | -20% | -25% | -12% | 2%
O=C(Cc1cccs1)N1CCN=C1SCc1ccccc1F
  6% | -2% | -1% | 6% | -10% | 5% | -4% | -1% | 5% | -1%
Cc1ccc(C2C3=C(CC(C)(C)CC3=O)NC3=C2C(=O)CC(C)(C)C3)o1
  7% | -1% | -7% | -32% | 0% | 15% | 9% | -6% | -3% | u
NS(=O)(=O)c1ccc(NS(=O)(=O)c2ccc(NC(=O)c3ccc(-c4ccccc4)cc3)cc2)cc1
  5% | -2% | 6% | -23% | -13% | 2% | -5% | -3% | u | 5%
COc1ccccc1-c1noc(CCCC(=O)Nc2ccc(C(N)=O)cc2)n1
  -3% | 1% | 13% | -1% | -8% | -6% | -2% | 3% | u | 3%
Fc1ccccc1Cn1c2[n+](c3ccc(C(F)(F)F)cc31)CCCCC2
  -13% | -4% | -2% | 42% | 1% | -6% | -7% | 14% | -14% | -11%
O=C(Nc1ccc(F)cc1)C(c1ccccc1)N1CCN(S(=O)(=O)c2c(F)cccc2F)CC1 (stereo unspecified)
  -33% | -2% | 5% | 8% | 3% | x | -3% | 4% | -9% | 2%
CCOC(=O)CNC(=O)Cn1cnc2c(nnn2-c2ccccc2)c1=O
  -4% | -6% | 6% | -15% | 0% | -1% | -2% | x | -5% | 5%
O=C(c1ccoc1)N1CCC2(CC1)Oc1ccc(F)cc1C(=O)C21CC(c2cccnc2)=NO1 (stereo unspecified)
  -11% | -13% | -4% | 15% | -1% | -8% | -2% | -3% | -1% | 1%
COc1cccc(C2CC(c3ccc(Cl)cc3Cl)Nc3nc(N)nn32)c1 (stereo unspecified)
  -23% | -2% | 0% | 11% | 0% | 3% | -1% | -2% | -15% | 3%
Cn1c(=O)cc(SCC(=O)NCCCN2CCOCC2)c2ccc(Cl)cc21
  2% | 0% | -1% | -7% | 2% | 0% | 2% | 0% | -3% | 9%
O=C1CCC(C(=O)OCC(=O)Nc2cc(Cl)ccc2F)=NN1
  -3% | x | -1% | x | x | x | x | 1% | x | 11%
CC(C)CCN1CCN(Cc2cccn2-c2cccnc2)CC1CCO (stereo unspecified)
  -7% | -6% | 5% | -15% | -1% | 2% | 0% | -1% | -1% | 0%
Cc1ccc(/C=N/NC(=O)c2nnn(-c3nonc3N)c2CSc2ccccc2)o1
  -12% | -3% | -5% | 7.1µM* | u | 6% | -2% | 1% | 11µM* | -7%
Cc1ccccc1CC1(CO)CCCN(C(=O)c2ccccc2N(C)C)C1 (stereo unspecified)
  -1% | -6% | 3% | -24% | 1% | 8% | -4% | -3% | 1% | 0%
O=S(=O)(c1ccc(NC(=S)NN=C(Cc2ccccc2)Cc2ccccc2)cc1)N1CCOCC1
  -1% | -12% | 3% | u | -2% | -2% | -5% | -1% | 5% | -5%
COc1ccc([N+](=O)[O-])cc1NC1CCCCC1
  -20% | -7% | 1% | 8% | -3% | u | -6% | -1% | 1% | 0%
c1cncc(CNc2ncnc3sc4c(c23)CCC4)c1
  0% | -4% | 4% | 6% | -5% | -2% | 3% | -1% | -14% | -15%
O=C(O/N=C\c1ccc(N2CCOCC2)c([N+](=O)[O-])c1)c1ccccc1Cl
  -2% | 1% | 3% | 19% | u | u | 0% | -1% | 10% | 3%
CCOCCCNS(=O)(=O)c1ccc(NC(=O)CN2C(=O)c3ccccc3C2=O)cc1
  -9% | 2% | -1% | -8% | 4% | -5% | 3% | -1% | 6% | 0%
O=C(NCCCc1ccccc1)c1ccc(CS(=O)Cc2ccccc2Cl)o1 (stereo unspecified)
  0% | -2% | -5% | 20% | -1% | -5% | -3% | -3% | 1% | -4%
OCCN1CCN(C(=S)c2ccc(Cl)c(Cl)c2)CC1
  -14% | -3% | 0% | 6%[0.365 µM] | -5% | 0% | 0% | -15% | x | 0%
Cc1cc(C)c(C2C(C#N)=C(N)Oc3n[nH]c(C)c32)cc1CN1CCOCC1 (stereo unspecified)
  1% | -3% | x | -20% | -2% | 1% | 1% | -3% | 4% | 0%
COc1ccc(CCNC(=O)C2CC(c3c(Cl)cccc3Cl)=NO2)cc1 (stereo unspecified)
  10% | 4% | -6% | 23% | -1% | 16% | -2% | 28% | 13% | 0%
CCCCCC(=O)Nc1ccc(N2CCOCC2)c(S(=O)(=O)Nc2ccc(OC)cc2)c1
  -24% | -3% | -3% | x | -2% | x | -4% | -6% | x | 5%
COc1ccc(OCC(=O)Nc2ccc3c(c2)nc(CCN2CCOCC2)n3C)cc1
  2% | -1% | -2% | 27% | 2% | 2% | 2% | -2% | -2% | 0%
CCOc1ccc2nc(N(Cc3ccccc3)C(=O)CCNC(C)=O)sc2c1
  29% | 22% | -3% | u | -20% | 0% | 14% | 4% | 15% | 10%
COCC1CCCN(Cc2nc(C(c3ccccc3)c3ccccc3)no2)C1 (stereo unspecified)
  -1% | 7% | -1% | u | 2% | 7% | -2% | 2% | u | 0%
Cc1c(/C=N/NC(=O)c2cccnc2)c2ccccn2c1C(=O)c1ccc(F)cc1
  x | -3% | x | 12% | 15µM* | x | -2% | -1% | -2% | -11%
COc1ccc(-c2c(-c3ccccc3)n(C)c3ccccc23)cc1
  -7% | x | 3% | x | x | x | x | 5% | x | 0%
COc1ccc(CCNc2ncnc3c2oc2ccccc23)cc1OC
  -73% | -44%[inhibitor] | -22% | u | -11% | -1% | -33%[inhibitor] | -2% | 1µM* | -20%
COc1ccc(C(=O)Oc2ccc(/C=N/NC(=O)c3ccccc3OC)cc2[N+](=O)[O-])cc1
  -17% | -2% | 25% | u | -1% | 9% | -2% | -10% | -1% | 2%
Cn1cccc1C(=O)NC(=O)COC(=O)CC12CC3CC(CC(Br)(C3)C1)C2
  -18% | -1% | 4% | 6% | -6% | -1% | 0% | -4% | -3% | 0%
CC1=CC(C)(C)NC(=S)N1c1ccc(C)c(C)c1
  -17% | -4% | 7% | 0.56µM* | 5% | -1% | -1% | 4% | 4.5µM* | -17%
COC(=O)C(C)Oc1ccc(Oc2nc(Cl)ccc2Cl)cc1 (stereo unspecified)
  -11% | 21% | -4% | 2% | -19% | 2% | -2% | 0% | 2% | -3%
N=c1c2c(-c3ccccc3)c(-c3ccccc3)n(Cc3ccco3)c2ncn1CCN1CCOCC1
  -21% | -3% | x | -18% | -2% | 0% | 16% | 3% | -6% | 0%
Cc1ccc(CNC(=O)COc2ccc(S(=O)(=O)N3CCCC3)cc2)cc1
  -2% | 0% | 0% | 12% | 7% | -5% | -6% | -1% | 6% | 0%
C=CCN(C(=O)c1csnn1)C(C(=O)NC1CCCC1)c1cccs1 (stereo unspecified)
  -2% | 0% | 6% | 1% | 3% | 3% | 1% | 0% | 2% | 0%
Cc1c(N=C(N)/N=C(\N)Nc2ccccc2)c(=O)n(-c2ccccc2)n1C
  4% | -1% | 6% | 0% | 0% | -15% | 0% | 4% | -4% | 0%
Cc1noc(C)c1NC(=O)N(C)C[C@H]1Oc2ccc(NS(=O)(=O)c3cn(C)cn3)cc2C(=O)N([C@H](C)CO)C[C@@H]1C
  3% | x | 9% | x | x | x | x | -2% | x | 2%
CCOC(=O)Nc1sc2c(c1C(N)=O)CCC(C)C2 (stereo unspecified)
  -3% | 9% | -24% | 4% | u | -2% | 1% | 1% | -4% | 13%
CCOC(=O)c1nn(-c2cccc(C)c2)c2nc(-c3ccccc3)c(C#N)c(=O)n12
  -24% | 3% | 8% | -1% | 9% | 10% | -5% | 2% | -13% | 5%
COCCN(C(=O)Cc1cccs1)C(C(=O)NC1CCCC1)c1ccc(OC)c(OC)c1 (stereo unspecified)
  1% | -5% | -11% | -9% | -3% | 3% | -2% | 1% | 7% | 0%
Cc1cc2c3c([nH]c2cc1S(=O)(=O)NCc1ccc(CN2CCCCCC2)o1)CCCC3=O
  -35% | 1% | 0% | -11% | -2% | -23% | 5% | -22% | -15% | 0%
CSc1ccc(NC(=O)Nc2cccn(Cc3ccccc3F)c2=O)cc1
  43% | -1% | -9% | 2% | -3% | -9% | 0% | -1% | -9% | 1%
COc1ccc(C(=O)Nc2cc(C(F)(F)F)ccc2Cl)cc1OC
  -56% | 1% | x | 1% | 3% | -2% | 3% | -5% | -4% | 0%
CCc1ccc(CSc2nccn2-c2ccccc2)cc1
  -14% | 0% | 8% | 8.9µM* | -1% | -8% | -3% | 3% | -28% | 0%
CCOc1cc(O)c(-c2[nH]ncc2-c2nc(C)cs2)cc1CC
  -40% | -12% | -5% | -1% | -3% | -9% | -2% | 0% | u | -4%

High-throughput results as filed in PubChem BioAssay.
